SENP6 block: SENP6 protease inhibition | AID 2599 | inhibition, % at 10 µM | Recombinant SENP6 catalytic domain, aminoluciferin luminescence | actives 1.8% (n = 330,000);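 active = inhibition above about 50% at the single tested dose, limit read from the data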;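 also: plate controls were DMSO wells with enzyme for no effect and DMSO wells lacking enzyme for full effect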
SENP8 block-1: blocks the human protease SENP8; inhibition, % at 10 µM; actives 1.2% (n = 330,000); Q96LD8; AID 2540; purified SENP8, Z-RLRGG-aminoluciferin cleavage, luminescence; in the data active = inhibition above about 50%
Target sequence (Q96LD8 whole entry, looked up): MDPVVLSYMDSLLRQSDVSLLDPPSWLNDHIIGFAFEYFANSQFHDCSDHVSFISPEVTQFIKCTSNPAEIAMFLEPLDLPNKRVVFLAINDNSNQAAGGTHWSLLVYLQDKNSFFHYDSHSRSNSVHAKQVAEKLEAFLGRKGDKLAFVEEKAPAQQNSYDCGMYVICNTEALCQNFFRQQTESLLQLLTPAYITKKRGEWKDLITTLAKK
SENP7 inh: SENP7 protease inhibition. Q9BQF6. recombinant SENP7, Z-RLRGG-aminoluciferin luminescence, 40 min. inhibition, % at 5 µM. AID 434973. actives 1.5% (n = 330,000);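 active = inhibition above about 50% at the single test dose, limit read from the data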;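 also: plate controls were DMSO with enzyme for no effect and no enzyme buffer wells for full effect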
Target sequence (Q9BQF6 706-1050 limits assumed): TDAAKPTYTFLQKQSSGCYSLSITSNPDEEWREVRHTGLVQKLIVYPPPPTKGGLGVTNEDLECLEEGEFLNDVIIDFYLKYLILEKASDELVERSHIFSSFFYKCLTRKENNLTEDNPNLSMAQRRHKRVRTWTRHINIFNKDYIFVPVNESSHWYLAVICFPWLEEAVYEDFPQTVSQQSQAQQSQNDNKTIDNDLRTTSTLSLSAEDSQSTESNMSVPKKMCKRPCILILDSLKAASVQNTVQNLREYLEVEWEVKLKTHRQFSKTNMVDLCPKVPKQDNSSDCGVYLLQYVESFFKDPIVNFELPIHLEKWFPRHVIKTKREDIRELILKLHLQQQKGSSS
HKDC1 inhibitor: blocks human hexokinase HKDC1 activity; inhibition, % at 20 µM; Q2TB90; actives 0.16% (n = 340,000); recombinant HKDC1, G6PDH/diaphorase resazurin coupled fluorescence; AID 493160;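 active = inhibition above about 35% when tested at 20 µM, limit read from the data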;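 also: plate controls were DMSO wells with enzyme for no effect and DMSO wells lacking enzyme for full effect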
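Assay system – recombinant HKDC1 (HK5) hexokinase enzyme, produced in-house · Input – HKDC1 at 5 µg/mL · Reagent – glucose plus 1 mM ATP as hexokinase substrates · Timing – 90 min reaction incubation at room temperature, dark · Measured by – G6PDH/diaphorase-coupled fluorescence, 1 mM NADP, 100 µM resazurin, 525/613 nm · Benchmarks – DMSO-enzyme wells negative, buffer-substituted wells positive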
beta cell repl: induces beta-cell replication in MIN6 cells | AID 2380 | proliferation, % at 10 µM | actives 0.29% (n = 330,000) | MIN6 cells proliferation, ATPlite luminescence, 48 h; cells starved in 0.2% serum; 100% = growth in 10% serum;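 active = compounds whose signal lies at least 3.5 SD above the mean of all wells on their plate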;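 also: 0% = DMSO-treated cells in low-serum medium and 100% = 10% serum control; some compounds called inactive have numbers as strong as hits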
SENP1 inh: SENP1 (human) catalytic domain inhibition; inhibition, % at 10 µM; Q9P0U3; actives 0.21% (n = 360,000); recombinant SENP1 catalytic domain, CyPet-SUMO1-YPet FRET cleavage;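 active = inhibition at least 30% at 10 µM, raw YFP signal under a set limit, fluorescence ratio 0.5 to 1.5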;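 also: 0% = enzyme with DMSO and 100% = no enzyme wells; some results filed as inactive read as strong as hits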
Target sequence (Q9P0U3 419-644 limits assumed): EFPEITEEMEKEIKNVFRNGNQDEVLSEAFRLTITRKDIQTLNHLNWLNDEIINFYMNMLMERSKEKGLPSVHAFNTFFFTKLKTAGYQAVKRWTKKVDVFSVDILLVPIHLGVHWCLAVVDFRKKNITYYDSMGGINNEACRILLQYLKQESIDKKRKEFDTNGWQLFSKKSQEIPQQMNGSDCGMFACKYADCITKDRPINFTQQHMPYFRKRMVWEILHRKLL
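Test system: human SENP1 catalytic domain; medium: Tris pH 8 buffer plus EDTA, NaCl, BME, BSA, NP40, catalase; incubation: 50 min reaction at room temperature; technique: FRET, CFP and YFP emission; controls: no-enzyme low control and enzyme-plus-DMSO high control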
UBC13 inh: blocks human UBC13 polyubiquitin chain formation. TR-FRET. inhibition, % at 20 µM. actives 0.47% (n = 330,000); in the data active = inhibition above about 45%, passing the limit was not always enough; inconclusive = no clear call, values can overlap the other calls
Target sequence (P61088 whole entry, looked up): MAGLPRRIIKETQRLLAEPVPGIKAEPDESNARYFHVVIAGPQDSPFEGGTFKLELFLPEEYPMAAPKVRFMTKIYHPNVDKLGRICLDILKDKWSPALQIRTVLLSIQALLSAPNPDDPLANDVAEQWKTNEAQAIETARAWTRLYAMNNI
PfGluPho inh: PfG6PD (Plasmodium falciparum) enzyme inhibition; PfGluPho enzyme, NADPH resazurin-diaphorase fluorescence; inhibition, % at 20 µM; actives 0.78% (n = 350,000); AID 504690;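 active = inhibition reaching at least a set limit at 20 µM in the primary screen, cut at about 59% in these data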;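 also: 0% = DMSO wells with substrate and 100% = DMSO wells lacking glucose-6-phosphate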
SENP8 block-2: SENP8 (human) protease inhibition. Q96LD8. recombinant SENP8, Nedd8 substrate fluorescence. inhibition, % at 20 µM. actives 0.64% (n = 360,000). AID 602440; in the data active = inhibition mostly above about 40%, no sharp cut-off; inactive = mostly below about 27%
Numbers without * were called inactive; i = inactive; ? = inconclusive; nt = not tested or not shown.

SMILES	SENP6 block	SENP8 block-1	SENP7 inh	HKDC1 inhibitor	beta cell repl	SENP1 inh	UBC13 inh	PfGluPho inh	SENP8 block-2
COc1ccc(Br)cc1C1N2CC3(C)CN1CC(C)(C2)C3=O (stereo not given)	-3	-6	1	-2	2	2	7	38	10
COC(=O)c1ccc(CN2C(=O)C(C)N(C(=O)c3c(F)cccc3F)c3ccccc32)cc1 (stereo not given)	7	-7	2	-2	1	1	-3	0	13
Cc1cc(C(=O)NCc2cccnc2)cs1	-9	-2	9	4	-2	1	9	8	20
CCSc1nc2c(c(=O)[nH]1)C(c1ccncc1)C(C(=O)OC(C)C)=C(C)N2 (stereo not given)	-7	-7	-9	3	-1	0	-5	6	-100
COc1ccccc1N(CC(=O)Nc1cccnc1)S(C)(=O)=O	-17	-8	-1	-6	-2	3	3	-21	10
CCOC(=O)/C(C(C)=O)=C1\OC(=O)c2ccccc21	-12	-11	-6	-10	-4	2	-6	-6	7
NNC(=O)c1cccn(Cc2cccc(C(F)(F)F)c2)c1=O	9	2	1	12	-1	1	11	-18	10
COc1cc(OC)c(-c2nn3c(-c4ccco4)nnc3s2)cc1OC	nt	nt	nt	5	nt	-2	nt	39	-284
CCCn1c(SCC(=O)Nc2cccc(NC(C)=O)c2)nnc1C(C)C	-6	-7	6	-1	0	2	-4	-1	19
CCc1nnc(NC(=O)C2Cc3ccccc3C(=O)O2)s1 (stereo not given)	-14	-7	-14	-2	-3	0	-4	19	0
C[C@@H]1CN([C@@H](C)CO)C(=O)Cc2cc(NS(=O)(=O)c3ccccc3)ccc2O[C@H]1CN(C)S(C)(=O)=O	-5	4	-6	-5	6	1	-3	1	8
N#CC1=C(N)OC2=C(C(=O)CCC2)C1c1ccncc1 (stereo not given)	-17	-3	6	4	-1	-1	-5	-10	20
CN1C(=O)S/C(=C/c2cccn2-c2cccc(C(=O)O)c2)C1=O	nt	nt	nt	-1	nt	-5	nt	-32	5
O=C(CSC1=NC(=O)C(c2ccccc2)C(=O)N1)Nc1cccc(Cl)c1 (stereo not given)	11	7	7	-3	-2	0	-6	-4	18
COc1ccc(OCCCC(=O)OCC(=O)N2CCN(S(=O)(=O)c3ccc(C)cc3C)CC2)cc1	nt	nt	nt	3	nt	1	nt	-27	12
Cc1[nH]nc(C(F)(F)F)c1CCC(=O)NC1CCCCCC1	-7	7	4	-2	-2	0	4	-2	3
O=C(COc1ncnc2ccccc12)N1CCN(c2ccccc2)CC1	14	7	5	-2	2	-1	3	6	-5
Cn1cc(C(=O)N/N=C/c2cc(Br)cs2)c2ccccc21	-20	-11	10	nt	-3	nt	-12	nt	nt
O=C(NCCCN1CCCC1=O)c1cc(NS(=O)(=O)c2ccc(F)cc2)cc(NS(=O)(=O)c2ccc(F)cc2)c1	5	3	-2	-4	2	2	7	-12	23
CCc1ccc(NC(=O)c2cc(-c3cccs3)on2)cc1	-14	-3	10	-2	-2	-1	18	7	20
CCCn1nc2cc(C(=O)NCc3ccccc3OC)ccc2c1OCC	-5	-7	15	-5	-3	0	11	-5	i
OCCC1CN(Cc2cccn2-c2cccnc2)CCN1Cc1ccccc1 (stereo not given)	6	1	10	-10	0	-1	9	4	-2
Cc1cc(C)cc(C(=O)NCC(=O)OCC(=O)N2CCCCC2)c1	8	-1	0	5	-3	2	1	-4	10
Cn1c(SCC(=O)Nc2nncs2)nnc1C1CC1	-26	-2	-3	2	-3	1	-5	-7	10
O=C(COC(=O)COc1ccc(Cl)cc1Cl)NC1CCCC1	-11	-6	7	0	2	8	6	-15	15
COC(=O)c1ccc2c(=O)[nH]c(COC(=O)c3[nH]c(C)c(C(C)=O)c3C)nc2c1	-8	7	-3	7	4	-9	11	14	-225
CCC(=O)Nc1cccc(-c2ccc(N3CCCCC3)nn2)c1	58*	40	52*	0	-4	1	-2	-2	-7
COC(=O)c1c(N=CN(C)C)c(C#N)c2n1CCCC2	3	-4	3	-2	0	1	12	0	-3
COc1cccc(NC(=S)NC(=O)c2cccnc2)c1	-11	7	1	-2	1	1	0	1	20
COC(=O)c1c(-c2ccc(OC)cc2)sc2ccc(-c3ccc4c(c3)OCO4)cc12	-9	-2	5	2	-3	-1	?	51	-371

15 of the compounds above, with values under each structure.
Below each SMILES – SENP6 block	SENP8 block-1	SENP7 inh	HKDC1 inhibitor	beta cell repl	SENP1 inh	UBC13 inh	PfGluPho inh	SENP8 block-2
COc1ccc(Br)cc1C1N2CC3(C)CN1CC(C)(C2)C3=O (stereo not given)
  -3	-6	1	-2	2	2	7	38	10
COC(=O)c1ccc(CN2C(=O)C(C)N(C(=O)c3c(F)cccc3F)c3ccccc32)cc1 (stereo not given)
  7	-7	2	-2	1	1	-3	0	13
Cc1cc(C(=O)NCc2cccnc2)cs1
  -9	-2	9	4	-2	1	9	8	20
CCSc1nc2c(c(=O)[nH]1)C(c1ccncc1)C(C(=O)OC(C)C)=C(C)N2 (stereo not given)
  -7	-7	-9	3	-1	0	-5	6	-100
COc1ccccc1N(CC(=O)Nc1cccnc1)S(C)(=O)=O
  -17	-8	-1	-6	-2	3	3	-21	10
CCOC(=O)/C(C(C)=O)=C1\OC(=O)c2ccccc21
  -12	-11	-6	-10	-4	2	-6	-6	7
NNC(=O)c1cccn(Cc2cccc(C(F)(F)F)c2)c1=O
  9	2	1	12	-1	1	11	-18	10
COc1cc(OC)c(-c2nn3c(-c4ccco4)nnc3s2)cc1OC
  nt	nt	nt	5	nt	-2	nt	39	-284
CCCn1c(SCC(=O)Nc2cccc(NC(C)=O)c2)nnc1C(C)C
  -6	-7	6	-1	0	2	-4	-1	19
CCc1nnc(NC(=O)C2Cc3ccccc3C(=O)O2)s1 (stereo not given)
  -14	-7	-14	-2	-3	0	-4	19	0
C[C@@H]1CN([C@@H](C)CO)C(=O)Cc2cc(NS(=O)(=O)c3ccccc3)ccc2O[C@H]1CN(C)S(C)(=O)=O
  -5	4	-6	-5	6	1	-3	1	8
N#CC1=C(N)OC2=C(C(=O)CCC2)C1c1ccncc1 (stereo not given)
  -17	-3	6	4	-1	-1	-5	-10	20
CN1C(=O)S/C(=C/c2cccn2-c2cccc(C(=O)O)c2)C1=O
  nt	nt	nt	-1	nt	-5	nt	-32	5
O=C(CSC1=NC(=O)C(c2ccccc2)C(=O)N1)Nc1cccc(Cl)c1 (stereo not given)
  11	7	7	-3	-2	0	-6	-4	18
COc1ccc(OCCCC(=O)OCC(=O)N2CCN(S(=O)(=O)c3ccc(C)cc3C)CC2)cc1
  nt	nt	nt	3	nt	1	nt	-27	12

Next part:
SMILES	SENP6 block	SENP8 block-1	SENP7 inh	HKDC1 inhibitor	beta cell repl	SENP1 inh	UBC13 inh	PfGluPho inh	SENP8 block-2
Cc1nc(N2CCOCC2)nc(Oc2ccccc2)c1[N+](=O)[O-]	-4	-4	-8	-2	-3	0	7	-5	18
CCO/N=C(\N)c1[nH]ncc1Br	-6	2	3	-4	-1	2	6	2	27
CC(CS(=O)(=O)c1ccccc1[N+](=O)[O-])N1CCOCC1 (stereo not given)	17	-9	-8	-11	-3	-2	-18	1	2
O=C(c1ccco1)N(Cc1ccc2c(c1)OCO2)Cc1cc2cc3c(cc2[nH]c1=O)OCO3	1	-2	0	9	2	-1	-1	-11	-407
CCOC(=O)Cn1nc(-c2ccc(Cl)cc2)ccc1=O	-6	-10	0	2	1	-1	-10	0	3
Cc1cc(/C=N/n2cnnc2)c(C)n1-c1ccc(OCc2ccc(F)cc2)cc1	-39	-23	-16	-1	-4	-3	-4	15	-17
CN(Cc1ccccc1)C(=S)Nc1ccc2nc3n(c(=O)c2c1)CCCCC3	0	7	-2	-3	-1	1	-1	-10	-23
CCCCN(C)Cc1c(C(=O)N2CCc3ccccc3C2)nc2ccc(Cl)cn12	17	-3	-8	-7	-4	-7	0	10	11
COCCCNC(=S)N(Cc1cccnc1)Cc1ccc(OC)c(OC)c1	-22	-5	1	7	-3	2	0	-2	0
Cc1ccc(CNC(=S)Nc2cc(C)ccc2OC(F)F)cc1	-2	1	0	-1	-5	3	9	-4	14
Fc1ccc(-c2nnc(-c3ccc(F)cc3)o2)cc1	52*	24	60*	-6	-2	3	6	7	22
COCCCNCCCOc1ccc(Cl)cc1C(C)(C)C	9	3	2	-8	0	0	33	18	8
Cc1ccc(NC2CCCCC2NS(=O)(=O)c2ccc(Cl)cc2)cc1 (stereo not given)	11	10	1	9	-4	-4	3	-1	15
COc1ccc2c(c1)C(=O)N(c1ccccc1)C(=O)C2	-2	4	14	-2	-2	40	1	-13	5
Cc1cccc(NC(=S)NCC2CCCO2)c1 (stereo not given)	11	-3	2	-6	-1	3	-10	-10	19
CC(=O)N1N=C(c2cccc([N+](=O)[O-])c2)OC1c1ccc(Br)cc1 (stereo not given)	-13	-8	3	1	1	0	6	7	17
O=C(c1ccc2c(c1)CCN2S(=O)(=O)c1ccccc1)N1CCN(c2ccccc2)CC1	-13	-4	-5	6	-2	-3	7	9	18
Cn1c(=O)n(Cc2ccccc2)c2ccccc21	0	-4	-3	7	-1	1	10	-11	14
COc1cc(OC)c(NC2c3ccccc3C(=O)N2c2cc(C)ccn2)cc1Cl (stereo not given)	0	6	2	2	2	1	5	31	10
C[C@H](CO)N1C[C@H](C)[C@@H](CN(C)C(=O)Nc2ccc3c(c2)OCO3)Oc2ccc(NS(=O)(=O)c3ccccc3)cc2C1=O	6	-4	4	0	-3	-2	4	32	4
COc1cc2c(C#N)c(N3CCN(C)CC3)nc(N)c2c(N)n1	59*	1	55*	nt	-1	-54	-4	nt	-275
CC1(C)CC(O)C(C(O)c2cccc([N+](=O)[O-])c2)C(C)(C)N1 (stereo not given)	-21	-13	-6	-6	0	3	-4	-10	14
Cc1ccc2c(-c3csc(N)n3)c[nH]c2c1	11	-4	1	nt	-3	nt	-27	nt	nt
CSc1nnc(CNC(=O)C23CC4CC(CC(C4)C2)C3)n1Cc1ccccc1	-6	-3	-3	-6	0	1	8	8	8
N#CCCN(C(=O)CO/N=C/c1cccc([N+](=O)[O-])c1)c1ccccc1	6	-1	0	0	-2	4	4	-4	19
CCCCOc1ccc(C(NC(=O)OCC)NC(=O)OCC)cc1	-2	-12	1	-12	0	1	-14	-9	11
COc1cc2nc(CN3CCC(Cc4ccccc4)CC3)[nH]c(=O)c2cc1OC	-14	1	5	0	1	0	12	2	4
C=CCN1C=C/C(=C\C=C(C#N)C#N)c2ccccc21	-5	11	9	13	-3	3	-282	10	26
O=C1CN(CC(=O)NC(=O)NCc2ccccc2)CCN1	5	4	-1	-4	0	1	5	-14	18
CN(C)C(=O)c1c(C(F)(F)F)nn(C)c1Cl	10	-1	-6	5	-3	3	2	0	5
CCOC(=O)c1ccccc1OC(=O)NNc1ccccc1	nt	nt	nt	-5	nt	1	nt	-7	18
